High-throughput results (PubChem BioAssay)
RSV CPE inhibition: inhibition of RSV-induced cytopathic effect – HEp-2 cells, primary 10 µM value included (AID 2391); HEp-2 cells, RSV-induced CPE inhibition; higher % means a stronger effect; one-dose CPE inhibition, % at 10 µM; IC50 in µM for titrated hits; 310,000 tested, 0.13% active; in the data active means a potency from the dose series; inconclusive means CPE inhibition mostly from about 23% at the one dose, without a potency; inactive means the rest, 99 in 100 with CPE inhibition below about 21%; further: strong numbers were not always called active
Dengue-2 NS5 capping: flavivirus cap methylation enzyme inhibition – biochemical, confirmation dose response, primary screen (AID 588689) | Dengue-2 NS5 methyltransferase capping enzyme assay, biochemical; higher % means a stronger effect | inhibition, % at 25 µM; hits with a dose series show IC50 in µM | 340,000 tested, 0.3% active; in the data active means a potency from the dose series; inconclusive means inhibition above about 29% without an active follow-up result
Yfh1-depleted yeast: enhancers of respiration in Yfh1-depleted yeast, dose response, Friedreich's ataxia, plus single-dose screen (AID 1465); fold induction at 50 µM, or EC50 in µM where a hit was titrated; S. cerevisiae Yfh1-off respiration, WST-1 reduction, 72 h; higher fold induction means a stronger effect; 220,000 tested, 0.074% active;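 active means fold induction of absorbance versus untreated yeast above a set limit, then at least 30% activation at any dose in follow-up; inconclusive means repeats straddling the limit, or above it without dose testing; inactive means fold induction below the set limit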;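 further: activators that raise dye reduction in frataxin-depleted yeast; strong numbers were not always called active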
WT yeast gro inh: growth inhibition of WT yeast, mitochondrial fusion screen. AID 1362. mitochondrial fusion phenotypic screen, WT strain. 190,000 tested, 2.1% active. inhibition, % at 10 µM; in the data active means inhibition above about 58%; tested in S. cerevisiae
ER stress rescue: rescue of cells from ER stress-induced death, primary screen, 384-well, CSM14.1, thapsigargin, ATP luminescence (AID 1222). CSM14.1 thapsigargin-induced death rescue, ATP luminescence; higher % means a stronger effect. cellular ATP content (survival), % at 20 µM; hits with a dose series show EC50 in µM. 190,000 tested, under 10 active;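 active means EC50 below 50 µM in the dose-response confirmation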;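 further: death triggered by thapsigargin at about 15 µM added after 2 h compound pretreatment; cell ATP read after overnight thapsigargin exposure of roughly 18 to 22 hours; normalized against plate controls of thapsigargin alone and 5% DMSO vehicle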
West Nile virus CPE: inhibition of WNV-induced cytopathic effect – cell-based, CPE readout (AID 1621) | West Nile virus-infected cells, CPE inhibition; higher % means a stronger effect | CPE inhibition, % at 10 µM, or IC50 in µM where a hit was titrated | 290,000 tested, 0.02% active; in the data active means a potency from the dose series; inconclusive means CPE inhibition mostly from about 3.7% at the one dose, without a potency; inactive means the rest, 99 in 100 with CPE inhibition below about 2.2%; further: strong numbers were not always called active
K1F lysis inhibition: inhibition of K1F phage lysis, E. coli UTI89, bacterial capsule biogenesis inhibitors, alamar blue (AID 488966); E. coli UTI89 K1F phage lysis, alamar blue, 2 h; higher % means a stronger effect; 340,000 tested, 0.02% active; one-dose inhibition, % at 100 µM; IC50 in µM for titrated hits;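 active means phage lysis inhibition, versus mean bacterial control, above a set limit; inconclusive means no clear call, values can overlap the other calls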;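 further: capsule biogenesis inhibitors block K1F phage lysis so surviving cells raise fluorescence; higher fluorescence means more inhibition of phage lysis; actives were called in the ten point dose series up to 300 µM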
Large T inhibition: TAg ATPase/helicase activity blockers – biochemical (AID 1903) | SV40 large T antigen ATPase/helicase inhibition assay; higher % means a stronger effect | inhibition, % at 20 µM, or IC50 in µM where a hit was titrated | 310,000 tested, 0.39% active; in the data active means a potency from the dose series; inconclusive means inhibition mostly from about 32% at the one dose, without a potency; inactive means the rest, 99 in 100 with inhibition below about 32%; further: strong numbers were not always called active
XIAP antagonists: XIAP antagonists, biochemical, IAP family, fluorescence polarization (AID 1018); XIAP BIR domain, fluorescence polarization peptide displacement; higher % means a stronger effect; one-dose displacement, % at 20 µM; IC50 in µM for titrated hits; 200,000 tested, 0.007% active; in the data active means displacement above about 50%; further: a part of the inactive calls stands beside numbers as strong as those of hits
WT yeast gro inh mutant strain: recorded beside WT yeast gro inh, whose call it bears; inhibition, %; mitochondrial fusion phenotypic screen, mutant strain inhibition
Dengue-2 NS5 capping pilot replicate: further read-out of Dengue-2 NS5 capping, marked with its call; inhibition, %; measured here: pilot screen replicate inhibition
An asterisk follows results filed as active; i = inactive; ? = inconclusive; nt = not tested or not shown; [ ] = dose if it differs, or a comment.

SMILES | RSV CPE inhibition | Dengue-2 NS5 capping | Yfh1-depleted yeast | WT yeast gro inh | WT yeast gro inh mutant strain | ER stress rescue | West Nile virus CPE | K1F lysis inhibition | Large T inhibition | XIAP antagonists | others
O=C(Nc1ccc(Cl)cc1)Nc1nnc(CSCc2ccccc2Cl)s1 | ? | 2% | i | 1 | 9 | 0.5% | -0.9% | 0.1% | 6% | -15%
COC(=O)c1ccc(COC(=O)c2c(C)nn(Cc3ccccc3Cl)c2Cl)o1 | -0.4% | -6% | i | 50 | -3 | -1.1% | 1.2% | 3.9% | 1% | 1.9%
O=C(CN(c1ccc(F)cc1)S(=O)(=O)c1ccccc1)Nc1ccccc1C(=O)O | -0.4% | 1% | i | 6 | 13 | 0.4% | 0.4% | 0.3% | -6% | -11%
Cc1ccc(N(CC(=O)NCC2CCCO2)C(=O)CCC(=O)Nc2nccs2)cc1C (stereo unspecified) | 0.7% | -2% | nt | nt | nt | nt | 1.2% | 0.1% | 6% | nt
COC(=O)[C@@]1(Cc2ccc(F)cc2)[C@H]2c3cc(C(=O)N4CCCC4)n(CCc4c[nH]c5ccc(OC)cc45)c3C[C@H]2CN1C(=O)c1ccccc1 | 1.4% | nt | nt | 20 | -22 | i | nt | nt | 5% | -11%
COCc1ccc(C(=O)N2CCCC(C(=O)c3cc(F)ccc3F)C2)s1 (stereo unspecified) | 1.6% | 2% | i | -4 | -1 | 0.8% | -0.7% | 4.2% | 27% | -1.9%
COc1cc(C=O)c(-c2c(C=O)cc(OC)c3c2OCO3)c2c1OCO2 | 2.6% | 5% | nt | nt | nt | nt | -0.6% | 0.4% | 8% | nt
O=C(Cc1ccccc1[N+](=O)[O-])OCN1C(=O)c2ccccc2C1=O | 1.1% | -7% | nt | nt | nt | nt | -0.4% | 3.6%[50 µM] | 16% | nt
Nc1nc(SCC(=O)N2CCCCC2)[nH]c(=O)c1NC(=O)c1cccs1 | 2.4% | -9% | i | nt | nt | nt | 0.2% | 0.1% | 13% | nt
CN(CC(=O)N1CCc2ccccc21)S(=O)(=O)c1cccs1 | -0.4% | 3% | i | -10 | 6 | -2.1% | -0.4% | 0.6% | 8% | -13%
COC(=O)c1c(NC(=O)COC(=O)CC(NC(C)=O)c2ccccc2)sc(C)c1C (stereo unspecified) | 0.2% | -7% | nt | nt | nt | nt | nt | 0.6%[50 µM] | 2% | nt
COc1ccc(-n2c(COc3ccc(C)cc3)nnc2SCc2ccc(C#N)cc2)cc1 | 10% | -5% | i | 21 | 5 | 2.2% | -1.3% | -0.5% | 9% | -0.1%
CC1=CC(C)(C)N(C(=O)c2ccccc2)c2ccccc21 | 3.9% | -12% | i | 26 | 11 | 0.3% | 0.5% | 0.4% | 7% | -0.3% | Dengue-2 NS5 capping pilot replicate=-5.1
Cc1ccc(OCC(O)Cn2c(N)nc3c2c(=O)n(C)c(=O)n3C)cc1 (stereo unspecified) | 7.2% | -4% | i | -13 | -6 | -0.6% | -1.4% | -0.1% | 11% | -5.6%
CC(c1ccccc1)n1cc(C(=O)NCCCn2ccnc2)nn1 (stereo unspecified) | -1.0% | 2% | i | -5 | -4 | 0.7% | 0.6% | 0.6% | -6% | -7.8%
O=C(/C=C/c1cccc(Cl)c1)NCc1ccncc1 | 1.9% | -1% | i | 9 | 9 | 0.7% | -0.6% | 5.6% | -2% | -4.8%
CCc1c(C2(O)CCCCC2)[nH]c2ccc(C(=O)OC)cc12 | -0.2% | -6% | i | nt | nt | nt | -0.6% | 0.6% | 4% | nt
COc1cccc(/C=C/C(=O)OCC(=O)Nc2cccc(S(=O)(=O)N3CCOCC3)c2)c1OC | -0.8% | -3% | i | -16 | -13 | -0.9% | 0.9% | 0.0% | 7% | -2.0%
O=C(CSCc1ccccc1)NC1CCSC1=O (stereo unspecified) | 1.1% | -7% | i | 16 | 26 | -1.2% | -0.5% | 9.0% | 7% | -2.3%
NNC(=O)c1sccc1OCc1ccc(Cl)cc1Cl | 9.1% | -7% | i | -1 | 35 | -0.7% | -0.6% | -2.0% | -9% | -6.6%
COc1ccc(S(=O)(=O)N(c2onc(C)c2Cl)S(=O)(=O)c2ccc(OC)c(OC)c2)cc1OC | 0.7% | -1% | i | -14 | -1 | -1.4% | -0.4% | 0.0% | 5% | -5.1%
O=C(c1cccc(S(=O)(=O)N2CCCCC2)c1)N1CCc2ccccc21 | 6.8% | -4% | i | -1 | -16 | -2.1% | -1.8% | 2.3% | 4% | -4.1%
O=S(=O)(NCCc1ccccn1)c1ccc(-c2ccccn2)s1 | 2.4% | -4% | i | nt | nt | nt | -1.1% | 1.2% | 8% | nt
CCCc1nc2oc3ccccc3c(=O)c2c(=O)n1-c1ccc(C)cc1 | 2.0% | nt | i | nt | nt | nt | -0.2% | nt | 14% | nt
CC(C)Cn1c(-c2cccnc2)nc2c1c(=O)[nH]c(=O)n2CC(C)C | 3.5% | -5% | nt | nt | nt | nt | -0.3% | 0.0% | 6% | nt
CC(=O)c1ccc(NC(=O)COC(=O)c2ccccc2Sc2ccccc2C#N)cc1 | 3.7% | -6% | i | 2 | -2 | -3.2% | -0.7% | 0.0% | 4% | -8.8%
O=C(O)CCN1C(=O)/C(=C/c2ccc(-c3nc4ccccc4s3)o2)SC1=S | 8.0% | >100µM* | nt | -24 | -35 | 0.8% | nt | -0.2% | -1% | 0.7%
CCCNS(=O)(=O)c1ccc(OCC(=O)NCCCOC)cc1 | 1.1% | -8% | i | -4 | 7 | -1.3% | 0.7% | 0.9% | 8% | -0.1%
O=C(Nc1cccc(C(F)(F)F)c1)C(Sc1n[nH]c(=O)[nH]c1=O)c1ccccc1 (stereo unspecified) | 16% | -3% | i | nt | nt | nt | -0.2% | -0.9%[50 µM] | 11% | nt
Cc1cccc(Nc2ncnc3onc(-c4cccc(Cl)c4)c23)c1 | 0.1% | 8% | nt | nt | nt | nt | 0.3% | 1.4% | 10% | nt
CN(C)c1ccnc2sc(C(=O)NCc3ccccc3)c(N)c12 | 1.4% | -3% | i | 24 | 33 | 4.9% | 0.5% | -0.4% | 2% | 2.0%
COc1ccc(OC)c(/C=C2\N=C(c3ccccc3)OC2=O)c1 | 0.8% | -2% | nt | nt | nt | nt | -0.2% | -0.2% | 3% | nt | Dengue-2 NS5 capping pilot replicate=1.8
COCC(=O)N(C)c1nnc(-c2cnc(C)cn2)s1 | -0.2% | -3% | i | 19 | -22 | -0.5% | 1.9% | 2.7% | 17% | -1.7%
O=C(NC(=S)Nc1cc([N+](=O)[O-])ccc1O)c1cccnc1 | -2.1% | 5% | i | 15 | -12 | -0.1% | 0.6% | 0.0% | 10% | -8.5%
COc1cccc(NC(=O)CN(C)C(=O)C2CCN(C(=O)c3ccccc3C)CC2)c1 | 0.4% | 1% | nt | nt | nt | nt | nt | 0.8%[50 µM] | 5% | nt
O=C(CN1C(=O)/C(=C\c2ccccc2Br)Oc2ccccc21)NCCCN1CCOCC1 | -1.7% | -11% | nt | nt | nt | nt | 0.9% | 0.1% | 6% | nt
CCn1ncc(/C=C/C(=O)c2ccccc2)c1C | 0.8% | -3% | i | -32 | -19 | -11% | -0.5% | 2.0%[50 µM] | 6% | -1.8%
CNC(=O)c1cc2ccc(OC)cc2oc1=O | 3.6% | 1% | i | 2 | 15 | -0.6% | 1.1% | 0.0% | 13% | -12%
CC(C)n1c(O)c(N=Nc2ccc(Cl)c(C(=O)O)c2)c2ccccc21 | 20% | 12% | i | nt | nt | nt | 0.9% | -1.5%[50 µM] | 10% | nt
COc1ccc2[nH]c(O)c(N=NC(=N)N)c2c1 | 6.3% | -4% | i | -8 | -40 | 1.1% | 0.9% | -3.1% | 14% | -9.7%
Cc1nn(-c2ccccc2)c(N)c1-c1ccccc1 | 0.5% | -1% | i | 5 | -8 | -2.1% | 1.5% | 0.4% | 18% | -3.1%
Cc1cc(Br)c(NC(=O)Cn2c([N+](=O)[O-])cnc2C)cc1C | 0.0% | 5% | nt | nt | nt | nt | 0.3% | 0.3% | 5% | nt
Cc1ccc(NC(=O)CSC2=Nc3ccccc3C3CC=NN23)c(C)c1 (stereo unspecified) | -0.8% | 9% | i | -8 | -55 | -1.0% | -0.3% | 0.3% | -6% | -4.2%
NNC(=O)CNC(=O)CNS(=O)(=O)c1ccccc1 | -2.4% | 2% | i | -1 | -7 | 0.9% | -0.4% | -1.2% | 9% | 12%
Cc1cccc(-c2n[nH]c(S(C)(=O)=O)c2C#N)c1 | 12% | 12% | i | nt | nt | nt | 0.7% | -0.2% | 9% | nt
COc1ccc(-n2nc3cc(C)c(NC(=O)C(C)C)cc3n2)cc1 | nt | nt | i | 2 | 44 | -2.2% | -0.4% | nt | 5% | -0.3%
COc1ccc(CCNC(=O)C(=O)NCC2OCCN2S(=O)(=O)c2ccccc2)cc1 (stereo unspecified) | 3.3% | -6% | nt | nt | nt | nt | -1.4% | -1.9% | 16% | nt
CCCCc1ccc(Nc2ncnc3nc[nH]c23)cc1 | 5.0% | -6% | nt | 4 | 10 | 2.6% | nt | -0.8% | 18% | -0.6%
O=C(OCc1nnc(-c2ccccc2)o1)c1cc(=O)[nH]c2ccccc12 | -0.8% | 0% | nt | nt | nt | nt | nt | 0.4%[50 µM] | 11% | nt
CC(C)c1ccc(NC(=O)C(c2ccccc2)N2CCC3(CC2)OCCO3)cc1 (stereo unspecified) | 5.7% | 1% | i | 9 | -10 | -1.6% | -1.5% | 0.9% | 4% | -3.1%
COc1ccccc1N(C)S(=O)(=O)c1ccc(C(=O)NCc2ccc3c(c2)OCO3)cc1 | 0.8% | nt | i | -1 | 9 | 1.2% | -0.8% | 0.7% | 0% | -10%
CCc1cccc(CC)c1NC(=O)c1cccc(NC(=O)c2ccccc2)c1 | 6.0% | -5% | i | -3 | -5 | 4.7% | -1.5% | 0.2% | 14% | -6.1% | Dengue-2 NS5 capping pilot replicate=0.3
O=C1CCCCC1C(=O)c1ccccc1 (stereo unspecified) | 2.5% | nt | i | nt | nt | nt | 0.3% | nt | 9% | nt
Cc1ccc(S(=O)(=O)NC(C)(C)CSc2ncccn2)cc1 | 1.5% | 2% | i | -7 | -8 | -1.9% | -0.5% | 0.0% | 24% | -7.6%
Cc1ccc2c(CC(=O)OCc3nc(N)nc(Nc4ccccc4C)n3)coc2c1 | 2.1% | -3% | i | 45 | 11 | -1.1% | -1.4% | 0.6% | -12% | -6.1%
